Screening data as filed in PubChem.
Epigenetic derep = regulators of epigenetic silencing causing reporter derepression in mouse cells. hit rate 0.2% among 280,000. Potency, µM (series often up to 53.9 µM), without a hit: at the highest dose GFP activation, usual class: activators. AID 1865. murine LDR cells, GFP reporter derepression, 30 h; active means well fitted activation curve with a large enough effect; inconclusive means small, poorly fitted or top-dose-only effect; further: % of control where 0% means no effect; nearly all actives have a fitted effect of over 60% in size
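Reporter derepression read as number of fluorescent GFP-positive objects, 20-120 um in size, counted by laser-scanning cytometer. Mouse LDR line with an epigenetically silenced CMV-GFP locus; compound incubation 30 h, 37 C.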
The depositor's hits bear a star; ? = inconclusive. Potency means the concentration at half of the fitted maximal effect. An excerpt; count on the stated rates, not on these rows.

Epigenetic derep	mol
2.7%	COC(=O)c1cc(S(=O)(=O)NCC2CCN(Cc3ccc(C)cc3)CC2)cn1C
0.0%	CCCCNC(=O)CCc1c(C)nc2cc(-c3ccccc3)nn2c1C
-1.0%	Cc1cc(Nc2ccccc2F)n2nc(Cc3ccc(Cl)cc3)nc2n1
-0.9%	COc1ccccc1N1CCN(C(=O)c2cn(CC(C)C)c(=O)c3c2c2ccccc2n3C)CC1
-1.8%	O=C(Cn1c(=O)nc(-c2ccccc2)c2cc(Cl)ccc21)NCCc1ccc(Cl)cc1
-1.6%	CCCN(CCC)CCCNC(=O)Cn1ncc2c3ccccc3n(Cc3ccc(F)cc3)c2c1=O
-1.0%	Cc1ccccc1NC(=O)c1c(C)oc2ccc(O)c(CN3CCC(C)CC3)c12
0.8%	CC(C)c1ccc(OCC(=O)N(Cc2cccs2)C2CCS(=O)(=O)C2)cc1 (stereo not given)
7.0%	COc1cc(-c2nnc(SCC(=O)Nc3cccc(C#N)c3)o2)cc(OC)c1OC
0.9%	Cc1cccc(C(=O)NCCc2nc3ccccc3n2Cc2ccc(Cl)cc2)c1
0.0%	CC(=O)c1ccc(N2CCN(c3nc4c(S(=O)(=O)c5ccc(C)c(C)c5)nnn4c4ccc(Cl)cc34)CC2)cc1
17.7%	COc1cc(-n2c(=O)c3ccccc3n(Cc3cccc(Cl)c3)c2=O)cc(OC)c1OC

In another format: results already given.
mol | Epigenetic derep
Cc1cc(Nc2ccccc2F)n2nc(Cc3ccc(Cl)cc3)nc2n1 | -1.0%
COc1cc(-c2nnc(SCC(=O)Nc3cccc(C#N)c3)o2)cc(OC)c1OC | 7.0%
CCCCNC(=O)CCc1c(C)nc2cc(-c3ccccc3)nn2c1C | 0.0%

Remaining list, next part:
Epigenetic derep	mol
6.8%	COc1cccc(CNC(=O)Cn2ccc3cc(S(=O)(=O)N4CCC(C)CC4)ccc32)c1
2.7%	Cc1ccccc1Cn1c(=O)n(Cc2ccco2)c(=O)c2sc3ccccc3c21
2.7%	COc1cc2nc(NCCc3cccc(C)c3)n3nc(-c4ccccc4)nc3c2cc1OC
6.2%	CCS(=O)(=O)N1CCc2cc(C(=O)N3CCN(c4ccccc4OC)CC3)ccc21
0.0%	COc1ccc(Nc2nc(N)nc(CSc3nc4cc(OC)ccc4s3)n2)cc1
4.7%	CCOC(=O)c1sc(N2C(=O)c3oc4cc(C)c(C)cc4c(=O)c3C2c2cccc(O)c2)nc1C (stereo not given)
-6.5%	COc1ccc(Nc2ncc(C(=O)Nc3cc(C)ccc3OC)c3ccccc23)cc1
-3.4%	COc1ccc(C2=NC3(CCCCCC3)N(CC(=O)Nc3ccc(C)c(C)c3)C2=O)cc1
0.0%	CC1CCc2c(sc(NC(=O)Cn3nnc(-c4ccc(C(F)(F)F)cc4)n3)c2C#N)C1 (stereo not given)
-2.5%	Cc1nc2c3cccnc3nn2c(C)c1CCC(=O)NCc1ccccc1
-1.6%	CCOC(=O)c1c(NC(=O)/C=C/c2ccc(OCC)cc2)sc2c1CCC2
2.4%	CCN1CCSc2ccc(C(=O)NCc3ccc(OC(C)C)cc3)cc21

Epigenetic derep	mol
8.3%	Cc1cc(OC(C)C(=O)N(Cc2ccco2)Cc2ccccc2F)cc(C)c1Cl (stereo not given)
2.2%	O=C1CC(c2ccc(Cl)cc2)Sc2nc(-c3ccc(F)cc3)nn21 (stereo not given)
0.0%	CCOc1ccccc1NC(=O)CSc1nc2c(oc3ccccc32)c(=O)n1-c1ccc(F)cc1
-3.4%	CCS(=O)(=O)N1CCc2cc(C(=O)Nc3cccc(C)c3C)ccc21
-3.9%	Cc1noc(-c2ccc(N(C)Cc3ccccc3)c([N+](=O)[O-])c2)n1
-3.2%	CCOc1ccc(-c2cc(CCCC(=O)NCCc3cc(OC)c(OC)c(OC)c3)no2)cc1
-0.5%	Cc1ccc(C(=O)NCCc2ccc(S(N)(=O)=O)cc2)cc1-n1cnc2cccnc21
?	CC1=C(C(=O)OCc2ccc(C)cc2)C(c2c(Cl)cccc2Cl)CC(=O)N1 (stereo not given)
0.7%	Cc1cc(C)c(S(=O)(=O)N2CCC(n3c(C(F)(F)F)nc4cccnc43)CC2)c(C)c1
-3.7%	O=S(=O)(Nc1nc2n(n1)C(c1ccc(F)cc1)C=C(c1ccccc1)N2)c1ccccc1 (stereo not given)
-1.6%	Cc1ccc2nc(-c3ccc(NC(=O)COc4ccccc4C(C)(C)C)cc3)sc2c1
?	CCOc1cc(C(Nc2cc(C)ccn2)c2ccc3cccnc3c2O)ccc1OC (stereo not given)

Epigenetic derep	mol
-0.2%	N#Cc1ccc(C(=O)Nc2cc3nn(-c4ccccc4)nc3cc2Cl)c(F)c1
0.8%	COc1cccc(CNC(=O)c2c(O)nc3ccccn3c2=O)c1
0.0%	CCN1C(=O)c2ccccc2S(=O)(=O)c2ccc(C(=O)NCc3ccccc3)cc21
0.0%	Cc1ccc2oc(=O)c(S(=O)(=O)c3ccc(F)cc3)cc2c1
0.0%	COc1ccc2oc(-c3cccc(NC(=O)c4sc5c([N+](=O)[O-])cccc5c4Cl)c3)nc2c1
0.6%	CCOC(=O)c1ccccc1NC(=O)CSc1cn(CC(=O)N2CCCCCC2)c2ccccc12
2.2%	CCOC(=O)c1ccc(N2C(=O)c3[nH]nc(-c4ccc(C)cc4)c3C2c2cccc(F)c2)cc1 (stereo not given)
-3.9%	CCc1cccc(NC(=O)CCS(=O)(=O)c2cc3c4c(c2)CCN4C(=O)CC3)c1
-0.8%	CC1CCN(c2nc(-c3ccc(C(C)(C)C)cc3)nc3ccccc23)CC1
-3.8%	Cc1oc(-c2ccc(C(=O)Nc3cccc(C(F)(F)F)c3)cc2)nc1CSc1ccccc1
?	COc1ccc(-n2nc3c(N4CCCC(C(=O)NCCc5ccccc5C)C4)nnc(C)c3c2C)cc1 (stereo not given)
0.0%	CCOC(=O)N1CCc2c(sc3c2c(=O)n(-c2ccc(CC)cc2)c(=O)n3Cc2ccc(F)cc2Cl)C1

Epigenetic derep	mol
8.9%	CCOc1ccccc1NC(=O)CSc1cn(CC(=O)N2CCCCCC2)c2ccccc12
-0.6%	Cc1ccc(C(=O)Oc2c(S(=O)(=O)c3ccccc3)c(C)nn2-c2ccccc2)cc1
3.1%	Cc1ccc(Cl)cc1NC(=O)C1CCC(CNS(=O)(=O)c2cccc3nsnc23)CC1 (stereo not given)
-0.9%	Cc1ccc(Cn2ccc(NC(=O)c3cc(-c4ccc(Cl)c(Cl)c4)on3)n2)cc1
5.7%	COc1ccc(NC(=O)CN(C)S(=O)(=O)c2ccc3nc(C)sc3c2)cc1Cl
-0.2%	Cc1cccc(C)c1NC(=O)CN(C)S(=O)(=O)c1ccc2c(c1)n(C)c(=O)c(=O)n2C
0.8%	Cc1ccc(NC(=O)CN2C(=O)CCSc3ccccc32)c(C)c1
-2.6%	CC(C)(C)c1ccc(-c2nc(SCC(=O)Nc3ccccc3F)n3[nH]c(=O)cc3n2)cc1
8.0%	COc1ccc2c(Sc3ccccc3)c(C(=O)N3CCC(C)CC3)[nH]c2c1
13.2%	Cc1ccc(S(=O)(=O)c2nnn3c2nc(NCc2ccc4c(c2)OCO4)c2sccc23)cc1C
1.9%	O=C(Nc1cccc(Cl)c1)C1CCN(c2nc3ccccc3nc2C(F)(F)F)CC1
-0.9%	COc1ccc(CNC(=O)c2cc(-c3cccc(Cl)c3)on2)cc1

Epigenetic derep	mol
0.2%	CCOc1ccc(CC(=O)Nc2c(C(=O)Nc3ccc(OC)cc3OC)oc3ccccc23)cc1
5.2%	Cc1ccc(Oc2c(C(F)(F)F)oc3cc(OCC(=O)NC4CCCCC4)ccc3c2=O)cc1
-3.1%	COc1ccc(C2(CNC(=O)C(=O)Nc3ccc(C)c(Cl)c3)CCCC2)cc1OC
0.1%	O=C(c1ccc(Cl)cc1)n1nc(-c2ccccc2)nc1NCc1ccco1
-1.8%	COc1cccc(C2CC(=O)Nc3cc4c(cc32)OCCO4)c1OC (stereo not given)
-1.1%	CC1CCN(S(=O)(=O)c2ccc3c(c2)N(CC(=O)NCCc2ccc(Cl)cc2)C(=O)CO3)CC1
2.2%	COc1ccc(-c2cc3nc(C)c(CCC(=O)N4CCN(c5ccccc5F)CC4)c(C)n3n2)c(OC)c1
6.5%	Fc1ccc(N2CCN(c3ncnc4c3nc3n4CCCC3)CC2)cc1
-2.1%	CCOC(=O)c1c(C)[nH]c(C)c1S(=O)(=O)NCC(=O)Nc1cc(Cl)ccc1OC
-1.8%	O=c1c2sc3ccccc3c2n(Cc2cccc(C(F)(F)F)c2)c(=O)n1-c1ccccc1
1.5%	CCc1ccc(NC(=O)C2CCCN(S(=O)(=O)c3cccc4nsnc34)C2)cc1 (stereo not given)
5.6%	Cc1cccc(-n2c(=O)c3c(c4cc(C)ccc4n3C)n(CC(=O)Nc3ccc(C)cc3C)c2=O)c1

Epigenetic derep	mol
-0.1%	CCOc1cc(-c2nc(-c3ccc(-c4ccc(OC)cc4)nc3OC)no2)cc(OCC)c1OCC
0.0%	O=C(NCc1ccccc1)C1CCN(C(=O)c2cnn(-c3ccccc3)c2-n2cccc2)CC1
-0.8%	COc1ccc2c(C)c(CCC(=O)NCc3ccc(OC)c(OC)c3)c(=O)oc2c1
1.1%	COc1ccc(CCNC(=O)c2c(O)nc3ccccn3c2=O)cc1
-1.5%	O=S(=O)(Nc1nc2n(n1)C(c1ccc(F)cc1)C=C(c1ccccc1)N2)c1ccc(Cl)cc1 (stereo not given)
-0.1%	CC1=C(C(=O)Nc2ccccc2C)C(c2ccncc2)n2nc(SCc3ccccc3)nc2N1 (stereo not given)
-0.9%	Cc1ccc(O)c(NC(=O)c2noc3c2CCCC3)c1
?	CCOC(=O)c1ccc(NC(=O)c2nc(S(=O)(=O)Cc3ccccc3)ncc2Cl)cc1
-1.6%	Cc1cc(C)n(-c2nc3ccccc3nc2Nc2ccc(Cl)cc2Cl)n1
7.2%	CCOC(=O)CSc1nc2cc(OC)c(OC)cc2c2nc(-c3ccccc3)nn12
0.0%	CC(=O)Nc1ccc(NC(=O)C(NS(=O)(=O)c2ccc(Br)s2)c2ccccc2)cc1 (stereo not given)
2.8%	CCc1ccc(NC(=O)N(Cc2c[nH]c3ccccc23)C2CCCCC2)cc1

2 records picked at random from those above, as already listed:
Epigenetic derep	mol
6.2%	CCS(=O)(=O)N1CCc2cc(C(=O)N3CCN(c4ccccc4OC)CC3)ccc21
2.8%	CCc1ccc(NC(=O)N(Cc2c[nH]c3ccccc23)C2CCCCC2)cc1

Other entries follow.
Epigenetic derep	mol
2.5%	CC(=O)c1ccc(NC(=O)C2=CC(c3ccc4c(c3)OCO4)=NS(=O)(=O)N2C)cc1
-1.9%	CC(=O)Nc1ccc(-n2cc3c(c2-c2ccc(C)cc2)c(=O)n(C)c(=O)n3C)cc1
-3.2%	CCCN(C(=O)c1ccc2c(=O)n3c(nc2c1)CCCCC3)c1cccc(Cl)c1
-1.1%	CCN(CC)C(=O)C1CCN(c2cc(C)nc3c(-c4ccc(OC)c(OC)c4)c(C)nn23)CC1
-4.8%	CCOc1ccc(-c2cc(NC(=O)Nc3ccccc3Cl)c(C(=O)OC)s2)cc1
3.8%	Cc1cc2nc(-c3ccc(OCc4ccccc4Cl)cc3)cc(C(F)(F)F)n2n1
-0.8%	Cc1cc(OCC(=O)Nc2ccc(C(=O)OC3CCCCC3)cc2)ccc1Cl
-1.8%	COc1ccc(-c2cc(C(=O)Nc3sc4c(c3C(N)=O)CCC(C)C4)no2)cc1 (stereo not given)
-3.0%	COc1ccc(NC(=O)c2c(C)oc3ccc(O)c(CN4CCCCCC4)c23)cc1
-1.1%	Cc1ccc(CNC(=O)c2nnn(Cc3ccc(F)cc3)c2N)cc1
4.1%	c1ccc(CNc2nc3c(-c4ccccc4)nnn3c3ccccc23)cc1
-0.2%	COc1ccc(-c2cc(-c3ccc4c(c3)NC(=O)CO4)nc3c2COc2ccc(F)cc2-3)cc1

Single values from the list:
Value of COc1ccc(NC(=O)c2c(C)oc3ccc(O)c(CN4CCCCCC4)c23)cc1 under Epigenetic derep: -3.0%
Value of Cc1cc(OCC(=O)Nc2ccc(C(=O)OC3CCCCC3)cc2)ccc1Cl under Epigenetic derep: -0.8%
Value of COc1ccc(-c2cc(-c3ccc4c(c3)NC(=O)CO4)nc3c2COc2ccc(F)cc2-3)cc1 under Epigenetic derep: -0.2%
Value of COc1ccc(-c2cc(C(=O)Nc3sc4c(c3C(N)=O)CCC(C)C4)no2)cc1 (stereo not given) under Epigenetic derep: -1.8%

New compounds follow:
Epigenetic derep	mol
-1.1%	CCOc1ccc(-n2c(CC)nc3c(cnn3-c3ccc(Cl)cc3)c2=O)cc1
2.0%	Cc1ccc(S(=O)(=O)c2cn(CC(=O)Nc3cccc(C)c3)c3cc4c(cc3c2=O)OCO4)cc1
3.2%	O=S(=O)(Nc1ccc(Cl)cc1)c1cccc(S(=O)(=O)c2ccc(Cl)c(Cl)c2)c1
0.0%	COCCCN(Cc1ccco1)C(=O)c1cc2c(s1)-c1ccccc1OC2
-2.3%	CCOc1ccc(NC(=O)Nc2ccc3snnc3c2)cc1
0.1%	COc1ccc(CCNC(=O)CN(c2cc(C(F)(F)F)ccc2Cl)S(C)(=O)=O)cc1
4.5%	CCOC(=O)c1sc(NC(=O)c2nc(SC)ncc2Cl)c(C(=O)OCC)c1C
-0.3%	CCc1ccccc1NC(=O)C1CCC(CNS(=O)(=O)c2ccc3c(c2)CC(C)N3C(C)=O)CC1 (stereo not given)
1.0%	CC(C)CC(=O)NC1(C(F)(F)F)C(=O)Nc2c1c(=O)[nH]c(=O)n2-c1ccccc1 (stereo not given)
-2.2%	COc1ccc(/C=C/C(=O)Nc2nc3n(n2)C(c2ccc(F)cc2)C=C(c2ccccc2)N3)cc1 (stereo not given)

Reformatted with bars between the fields: four of the compounds above
Structure | Epigenetic derep
CCOC(=O)c1sc(NC(=O)c2nc(SC)ncc2Cl)c(C(=O)OCC)c1C | 4.5%
CCc1ccccc1NC(=O)C1CCC(CNS(=O)(=O)c2ccc3c(c2)CC(C)N3C(C)=O)CC1 (stereo not given) | -0.3%
CC(C)CC(=O)NC1(C(F)(F)F)C(=O)Nc2c1c(=O)[nH]c(=O)n2-c1ccccc1 (stereo not given) | 1.0%
COc1ccc(/C=C/C(=O)Nc2nc3n(n2)C(c2ccc(F)cc2)C=C(c2ccccc2)N3)cc1 (stereo not given) | -2.2%
